# From PubChem
# Dengue-2 NS5 capping – Dengue-2 NS5 methyltransferase inhibitors, primary screen, biochemical, confirmation dose response (AID 588689) | Dengue-2 NS5 methyltransferase capping enzyme assay, biochemical; higher % means a stronger effect | 340,000 tested, 0.3% active | inhibition, % at 25 µM; hits with a dose series show IC50 in µM; in the data active = a potency from the dose series
# WT yeast gro inh – growth inhibition of WT yeast, mitochondrial fusion screen; mitochondrial fusion phenotypic screen, WT strain; inhibition, % at 10 µM; 190,000 tested, 2.1% active; in the data active = inhibition above about 58%; tested in S. cerevisiae
# GPR35 antagonists – inhibition of zaprinast-stimulated GPR35 beta-arrestin translocation – imaging, U2OS, beta-arrestin-GFP, zaprinast agonist, primary screen (AID 2058). 290,000 tested, 0.052% active. one-dose inhibition, % at 10 µM; IC50 in µM for titrated hits. U2OS GPR35 beta-arrestin-GFP translocation imaging, zaprinast antagonism; higher % means a stronger effect;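 active = inhibition of at least 50% with at least 30 cells and total cytoplasm GFP at most 10,000,000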
# RSV CPE inhibition – RSV antiviral activity via CPE protection, HEp-2 cells, primary 10 µM value included (AID 2391). HEp-2 cells, RSV-induced CPE inhibition; higher % means a stronger effect. one-dose CPE inhibition, % at 10 µM; IC50 in µM for titrated hits. 310,000 tested, 0.13% active; in the data active = a potency from the dose series; note: strong numbers were not always called active
# LYP inhibition – inhibitors of LYP phosphatase, biochemical, fluorescence intensity, uHTS (AID 1779); recombinant LYP phosphatase, fluorescence intensity; higher % means a stronger effect; inhibition, % at 11.5 µM; hits with a dose series show IC50 in µM; 290,000 tested, 0.054% active; in the data active = inhibition above about 50%;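 note: plate controls were vehicle with enzyme for no effect and no enzyme for full effect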
# AID2073 – disruptors of CaV2.2 binding to Mint1 – biochemical, HTRF (AID 2073); HTRF protein-protein interaction, Mint1-CaV2.2; higher % means a stronger effect; inhibition, % at 20 µM; hits with a dose series show IC50 in µM; 290,000 tested, 0.19% active; in the data active = inhibition mostly above about 51%, no sharp cut-off; note: some results filed as inactive read as strong as hits
# Autophagy HCS – autophagy modulation, high-content screen; MEF GFP-LC3 puncta imaging; test concentration mostly 10 µM; 190,000 tested, 0.98% active; calls only at 10 µM (by protocol);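 active = percentage of spot-positive cells more than 3 SD above its plate mean, without a fluorescence outlier flag or 80% toxicity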;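 note: spot-positive cell cutoff set from DMSO-treated cells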
# UTI89 phage lysis – protection from phage-mediated lysis, alamar blue read-out – E. coli UTI89, K1F phage, bacterial capsule biogenesis inhibitors (AID 488966); 340,000 tested, 0.02% active; E. coli UTI89 K1F phage lysis, alamar blue, 2 h; higher % means a stronger effect; one-dose inhibition, % at 100 µM; IC50 in µM for titrated hits;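 active = phage lysis inhibition, versus mean bacterial control, above a set limit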;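 note: capsule biogenesis inhibitors block K1F phage lysis so surviving cells raise fluorescence; higher fluorescence means more inhibition of phage lysis; actives were called in the ten point dose series up to 300 µM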
# NTR1 agonist – agonists of NTR1, primary screen, imaging, U2OS cells, beta-arrestin-GFP, high content (AID 493036); NTR1-U2OS beta-arrestin-GFP spot imaging, agonist mode; 330,000 tested, 0.17% active; activation, % at 20 µM;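 active = activation at or above 40% of the spot to cytoplasm intensity ratio, with at least 20 cells analyzed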;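 note: 0% = DMSO without peptide and 100% = 100 nM NTR1 peptide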
# Target sequence (P30989 whole entry, looked up): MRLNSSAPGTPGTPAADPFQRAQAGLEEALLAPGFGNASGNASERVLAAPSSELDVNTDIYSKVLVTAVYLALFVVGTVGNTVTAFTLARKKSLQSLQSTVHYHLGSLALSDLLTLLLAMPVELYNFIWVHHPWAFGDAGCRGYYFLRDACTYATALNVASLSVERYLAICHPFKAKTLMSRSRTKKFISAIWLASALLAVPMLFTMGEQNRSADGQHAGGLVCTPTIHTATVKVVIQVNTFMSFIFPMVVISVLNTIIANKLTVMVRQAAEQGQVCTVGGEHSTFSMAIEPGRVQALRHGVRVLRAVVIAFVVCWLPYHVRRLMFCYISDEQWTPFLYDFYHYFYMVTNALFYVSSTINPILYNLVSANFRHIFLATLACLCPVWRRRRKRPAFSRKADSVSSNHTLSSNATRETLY
# WT yeast gro inh mutant strain – second read-out of WT yeast gro inh, no call of its own (marks repeat the call); inhibition, %; mitochondrial fusion phenotypic screen, mutant strain inhibition
# Autophagy HCS cell loss 18 h – further read-out of Autophagy HCS, marked with its call; toxicity, %; measured here: cell loss, nuclei count;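 cell loss after 18 h compound exposure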
# NTR1 agonist cell count 20 µM – also measured in NTR1 agonist; calls as there; cell count; measured here: cell count, cytotoxicity flag
# An asterisk follows results filed as active; i = inactive; · = no result given; [ ] = another dose, or the depositor's remark. This is a random part of the collection. About 2.6% of those tested had a hit in this group.
# Every second line gives: NTR1 agonist	AID2073	NTR1 agonist cell count 20 µM	Autophagy HCS cell loss 18 h	RSV CPE inhibition	WT yeast gro inh mutant strain	LYP inhibition	GPR35 antagonists	UTI89 phage lysis	Dengue-2 NS5 capping	WT yeast gro inh	Autophagy HCS
O=C(NCC(c1ccccc1Cl)N1CCCC1)C1CCN(C(=O)Nc2ccccc2)CC1 (centres undefined)
 : -2.9	·	70	·	-0.1%	·	·	·	0.0%[50 µM]	-2%	·	·
CC1(C(=O)N2CC3(CC(c4cccc(NC(=O)COc5ccc(Cl)cc5)c4)=NO3)C[C@@H]2C(N)=O)CC1 (some centres undefined)
 : 4.3	-4%	68	·	1.5%	·	0%	-6%	0.1%	6%	·	·
CCOC(=O)Cn1c(S(=O)(=O)Cc2cccc(F)c2)nc(-c2ccccc2)c1-c1ccccc1
 : 3.1	31%	62	-9	8.1%	20	4%	-2%	7.2%	2%	28	i
CC(C)(C)NC(=O)/C(=C/c1cccnc1)NC(=O)c1ccco1
 : 0.8	-8%	61	·	2.7%	·	-6%	-3%	·	·	·	·
CC(C)CCNC(=O)C1CCN(S(=O)(=O)c2ccc(-n3cnnn3)cc2)CC1
 : -0.1	-4%	41	·	0.3%	·	-9%	-4%	-0.1%	-1%	·	·
COc1ccc(S(=O)(=O)NCC2CCCN(CC(C)(C)C)C2)cc1 (centres undefined)
 : 1.1	4%	32	-9	-1.1%	-12	-6%	8%	0.5%	-3%	-15	i
COc1ccccc1NCC(=O)N/N=C/c1sccc1C
 : -0.6	4%	46	6	1.4%	8	0%	5%	0.5%	2%	22	i
COc1ccc(-c2noc(N3CCC(C(=O)Nc4ccc(OC)c(OC)c4)CC3)n2)cc1
 : -0.1	21%	102	·	7.0%	·	-10%	1%	0.2%	-3%	·	·
CCn1nc(NC(=O)C(C)(C)C)c2cc3cccc(C)c3nc21
 : 5.1	2%	77	·	9.4%	·	-4%	3%	0.2%	5%	·	·
C=CCn1c(Cc2cccs2)nnc1SCC(=O)c1ccc2ccccc2c1
 : 1.1	-14%	59	9	9.7%	7	1%	-13%	-0.1%	-5%	-4	i
CC1CCc2nc(NC(=O)CN3CCOCC3)sc2C1 (centres undefined)
 : 0.3	3%	66	2	1.9%	12	-5%	3%	0.0%	0%	5	i
CCOc1ccc(N2CC(=O)Nc3ccccc3NCC2=O)cc1
 : -0.1	-11%	74	7	1.7%	13	-4%	-9%	-0.3%	-1%	11	i
O=C(NCC(c1cccs1)N1CCOCC1)c1ccccc1NS(=O)(=O)c1cc([N+](=O)[O-])ccc1Cl (centres undefined)
 : 0.3	9%	89	10	2.0%	3	1%	-2%	-0.1%	0%	5	i
CCCOc1ccc(N2C(=O)CC(N3CCN(c4ccccc4OC)CC3)C2=O)cc1 (centres undefined)
 : -0.2	-4%	53	5	-0.6%	-5	-6%	-18%	-0.6%	-3%	-10	i
N#Cc1nnn2c1nc(N)c1c(F)cccc12
 : 0.1	·	54	·	-0.1%	·	·	·	0.1%	0%	·	·
NS(=O)(=O)c1ccc(NC(=O)CCCC(=O)O)cc1
 : 0.3	-4%	42	2	0.8%	0	-7%	21%	0.0%	-10%	-12	i
COc1ccccc1OCc1ccc(C(=O)NCc2cccnc2)o1
 : -0.3	1%	63	10	0.5%	3	-2%	15%	11%	-8%	-6	i
COCCN(CC1CCCN(C2Cc3ccccc3C2)C1)C(=O)c1cccs1 (centres undefined)
 : -0.7	1%	68	·	1.4%	·	-9%	10%	-0.1%	-11%	·	·
CC(=O)c1cccc(NC(=O)C23CC4CC(C2)CC(n2cncn2)(C4)C3)c1
 : -0.3	2%	64	2	2.5%	-13	-5%	0%	1.9%[50 µM]	-1%	-4	i
Cc1cc(C)n2nc(SCc3nnc(-c4ccc(F)cc4)o3)nc2n1
 : 1.6	9%	43	-9	0.5%	-22	-6%	0%	·	·	-6	i

# Gathered by group: the entries above with a furan ring, fused or not
# Every second line gives: NTR1 agonist	AID2073	NTR1 agonist cell count 20 µM	Autophagy HCS cell loss 18 h	RSV CPE inhibition	WT yeast gro inh mutant strain	LYP inhibition	GPR35 antagonists	UTI89 phage lysis	Dengue-2 NS5 capping	WT yeast gro inh	Autophagy HCS
CC(C)(C)NC(=O)/C(=C/c1cccnc1)NC(=O)c1ccco1
 : 0.8	-8%	61	·	2.7%	·	-6%	-3%	·	·	·	·
COc1ccccc1OCc1ccc(C(=O)NCc2cccnc2)o1
 : -0.3	1%	63	10	0.5%	3	-2%	15%	11%	-8%	-6	i

# The list goes on:
# Every second line gives: NTR1 agonist	AID2073	NTR1 agonist cell count 20 µM	Autophagy HCS cell loss 18 h	RSV CPE inhibition	WT yeast gro inh mutant strain	LYP inhibition	GPR35 antagonists	UTI89 phage lysis	Dengue-2 NS5 capping	WT yeast gro inh	Autophagy HCS
Cc1ccc(CNc2ccc(N3C(=O)CC(C)C3=O)cc2[N+](=O)[O-])cc1 (centres undefined)
 : 2.2	-13%	37	0	2.5%	-28	-4%	1%	6.4%	0%	-1	i
O=C(NCCN1C(=O)S/C(=C\c2ccccc2Cl)C1=O)C1=COCCO1
 : 1.4	·	66	·	0.1%	·	·	·	0.4%[50 µM]	-5%	·	·
O=C(O)CCCNC(=O)c1cncc(Br)c1
 : 0.0	2%	54	27	0.7%	-7	-6%	9%	-0.2%	-6%	-4	i
COC(=O)c1cc(S(=O)(=O)N2CCN(C(=O)c3ccco3)CC2)cn1C
 : 0.1	13%	57	·	1.9%	·	-12%	-3%	0.3%	-1%	·	·
COC(=O)C1=C(C)N(c2cc(C)cc(C)c2)/C(=C/c2ccco2)C1=O
 : 2.8	18%	91	58	2.4%	-13	3%	3%	-2.4%	-1%	6	i
O=c1c2ccccc2nc(-c2cccs2)n1-c1ccc2ccccc2c1
 : 9.1	13%	75	7	5.2%	8	-5%	1%	0.2%	4%	18	i
O=C(O)CC(NC(=O)c1sc2ccccc2c1Cl)c1ccc(OC2CCCC2)cc1 (centres undefined)
 : -1.8	23%	45	3	-1.0%	-15	-1%	-16%	-1.6%	-4%	-66	i
COc1ccc2oc(=N)c(-c3nnc4n3CCCCC4)cc2c1
 : -1.4	16%	92	10	2.7%	-5	-6%	2%	0.4%	6%	28	i
O=C(c1cccc(F)c1)N1CCN(C(=O)c2nn3cccnc3c2Cl)CC1
 : 0.0	-3%	36	35	2.5%	-30	0%	-1%	0.9%	-7%	-12	i
COc1ccccc1CNC(=O)c1cn(C)c2ccc(S(=O)(=O)N3CCCCC3)cc2c1=O
 : 2.1	4%	31	-2	-0.2%	4	-1%	-10%	·	·	-8	i
COc1ccc(C(=O)NCCn2cc(SCC(=O)NCC3CCCO3)c3ccccc32)cc1OC (centres undefined)
 : 0.5	5%	70	·	3.8%	·	-11%	-1%	0.0%	-8%	·	·
CCOC(=O)CSc1nc2ccccc2n1CC(=O)NC(C)(C)C
 : 1.6	-8%	74	-7	-0.1%	-9	-8%	22%	3.0%	-9%	-14	i
CCOc1ccc(/C=N/NC(=O)C(C)Sc2ccccn2)cc1OCC (centres undefined)
 : 0.8	-2%	99	0	1.3%	-3	0%	-18%	-0.1%	1%	12	i
O=C(CN1c2ccccc2Sc2ccccc21)NNC(=O)Nc1ccc(Cl)cc1
 : 17	19%	57	·	43%	·	0%	0%	-0.1%	-7%	·	·
CC(=O)N1CCN(CC(=O)c2ccc(Br)cc2)CC1
 : 6.5	-2%	52	0	0.7%	-17	-5%	7%	1.5%	1%	-14	i
Cc1ccc(C2CCN(C(=S)NC3CCCCC3)C2)cc1 (centres undefined)
 : 2.0	-11%	60	6	-2.5%	62*	4%	-6%	0.2%	-8%	66*	i
COc1cccc(C(=O)Nc2ccc(C(=O)c3ccccc3)cc2)c1
 : 2.4	-4%	66	·	5.1%	·	-10%	3%	-0.4%	-4%	·	·
S=C(NC1CC1)N1CCN(C(=S)NC2CC2)CC1
 : 0.7	-7%	70	·	0.1%	·	-8%	-15%	0.2%	-4%	·	·
O=C(CN1CCN(c2ccc(F)cc2)CC1)NCc1ccc(Cl)cc1
 : 0.4	-4%	66	·	-0.6%	·	-10%	-10%	1.3%	3%	·	·
Cc1ccc(-n2cc(CN3CCC(O)(c4ccccn4)CC3)c(-c3ccc(F)cc3)n2)cc1
 : 8.4	-3%	43	25	-0.1%	39	-3%	1%	-2.4%	-1%	51	i
Cc1c(NC(=O)c2cc3c(=O)n4ccccc4nc3s2)c(=O)n(-c2ccccc2)n1C
 : 1.9	20%	55	·	5.2%	·	-1%	-6%	0.1%	-8%	·	·
Cc1cccn2c(=O)c3cc(C(=O)NCC4CCCO4)c(=N)n(C4CCCC4)c3nc12 (centres undefined)
 : 3.8	13%	57	·	1.4%	·	-42%	-2%	0.2%	-4%	·	·
Cc1nnc(SCC(=O)Nc2cc(C(F)(F)F)ccc2N2CCOCC2)o1
 : -0.3	-6%	80	-6	1.4%	21	-1%	-1%	0.1%	-10%	8	i
CCOC(=O)Cc1csc(NC(=O)c2cc3c(s2)CCCC3)n1
 : 7.5	5%	67	-4	6.8%	16	-2%	-2%	2.6%	3%	22	i
CN(CC(=O)NC1CCCCCCC1)S(=O)(=O)c1cnc[nH]1
 : 1.3	-8%	45	6	1.7%	-13	-6%	6%	-0.4%	-7%	-7	i
COc1ccccc1NC(=O)C1CC(O)CN1C(=O)Oc1ccccc1 (centres undefined)
 : -1.3	-6%	51	·	0.2%	·	-7%	1%	-0.3%	-2%	·	·
Cc1ccc(C)c(OC(=O)c2ccncc2)c1
 : -3.0	23%	69	-10	2.7%	5	-12%	-10%	-2.1%	4%	9	i
Cc1ccc(NC(=O)CCNC(=O)c2ccccc2Cl)cc1S(=O)(=O)N1CCOCC1
 : 1.3	·	63	·	2.2%	·	·	·	0.7%[50 µM]	-1%	·	·
CCCCNc1c(N)n(CC(C)C)c(=O)[nH]c1=O
 : 2.3	-14%	60	7	0.4%	19	-2%	3%	0.4%	-3%	-15	i
COc1ccc(C2(c3ccc(OC)cc3)NC(=O)N(CC(=O)NC3(C#N)CCCC3)C2=O)cc1
 : -1.6	·	52	·	1.8%	·	·	·	0.6%[50 µM]	0%	·	·
Cc1ccc(C(=O)N/C(=C\c2ccc3c(c2)OCO3)C(=O)Nc2ccc(C(=O)O)cc2)cc1
 : 0.1	19%	30	12	-0.3%	3	4%	9%	1.6%	0%	1	i
S=C(NCCc1ccncc1)Nc1ccccc1
 : 1.8	5%	54	8	0.2%	15	-5%	-3%	0.4%	-7%	-2	i
COc1ccc(NC(=O)c2ccc(COc3ccc(C)cc3)o2)cc1
 : 0.2	8%	53	26	2.1%	3	-5%	8%	-0.6%	-9%	10	i
COc1cccc(C(=O)NCC2(c3ccccc3)CCCC2)c1OC
 : 1.7	0%	62	·	8.4%	·	-4%	20%	-0.1%	0%	·	·
COc1ccc(NS(=O)(=O)c2cc(C(=O)N3CCN(C/C=C/c4ccccc4)CC3)ccc2C)cc1
 : 0.7	·	53	·	-0.4%	·	·	·	-0.8%	-2%	·	·
O=C(Nc1nc(-c2cc(F)ccc2F)cs1)c1ccccn1
 : 3.0	33%	47	4	-0.6%	-34	3%	2%	0.4%	-1%	7	i
